Assay outcomes: PubChem BioAssay, several laboratories
PKA-R1A act – activators of PKA-R1A complex | P00514+P68181 | PKA-R1A dissociation, Cy5-IP20 fluorescence polarization; scaled: DMSO 0%, 113 µM cGMP 100% | activation, % at 11.4 µM | hit rate 0.083% among 340,000;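 active = percent activation above the mean of all tested compounds plus 3 SD, cut at about 19% in these data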;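 also: higher means more PKAc released from R1A so a rise in polarization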
PKA-R2B activ – activators of human PKA-R2B complex. PKA-R2B holoenzyme dissociation, Cy5-IP20 fluorescence polarization; R2B truncated from residue 108, S112A mutant; 0% DMSO only, 100% 113 µM cGMP. P22694+P31323. activation, % at 11.4 µM. hit rate 0.079% among 340,000. AID 504700;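 active = activation above a cutoff set at the mean over all compounds plus 3 SD, cut at about 18% in these data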;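 also: higher means more holoenzyme dissociation and a rise in polarization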
SUMO Mot1 rescue – inhibitors of SUMOylation pathway: yeast Mot1-301 growth rescue; growth rescue, % at 18.8 µM; AID 2716; S. cerevisiae Mot1-301 growth rescue, ATP luminescence, 38.5C; percent above DMSO median, 100 means doubled; hit rate 1% among 320,000;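 active = every valid replicate shows activation above 250% relative to neutral control wells; inactive = the rest, any valid replicate at or below 250%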;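 also: OY570 slx delta 5 strain wells were the positive control but not used for scaling; some compounds called inactive have numbers as strong as hits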
NSD2 inh – blocks human histone methyltransferase NSD2. NSD2 peptide methylation, AlphaScreen, 120 min. hit rate 0.54% among 310,000. inhibition, % at 12.5 µM. AID 743445; in the data active = inhibition above about 50%
Target sequence (O96028 whole entry, looked up): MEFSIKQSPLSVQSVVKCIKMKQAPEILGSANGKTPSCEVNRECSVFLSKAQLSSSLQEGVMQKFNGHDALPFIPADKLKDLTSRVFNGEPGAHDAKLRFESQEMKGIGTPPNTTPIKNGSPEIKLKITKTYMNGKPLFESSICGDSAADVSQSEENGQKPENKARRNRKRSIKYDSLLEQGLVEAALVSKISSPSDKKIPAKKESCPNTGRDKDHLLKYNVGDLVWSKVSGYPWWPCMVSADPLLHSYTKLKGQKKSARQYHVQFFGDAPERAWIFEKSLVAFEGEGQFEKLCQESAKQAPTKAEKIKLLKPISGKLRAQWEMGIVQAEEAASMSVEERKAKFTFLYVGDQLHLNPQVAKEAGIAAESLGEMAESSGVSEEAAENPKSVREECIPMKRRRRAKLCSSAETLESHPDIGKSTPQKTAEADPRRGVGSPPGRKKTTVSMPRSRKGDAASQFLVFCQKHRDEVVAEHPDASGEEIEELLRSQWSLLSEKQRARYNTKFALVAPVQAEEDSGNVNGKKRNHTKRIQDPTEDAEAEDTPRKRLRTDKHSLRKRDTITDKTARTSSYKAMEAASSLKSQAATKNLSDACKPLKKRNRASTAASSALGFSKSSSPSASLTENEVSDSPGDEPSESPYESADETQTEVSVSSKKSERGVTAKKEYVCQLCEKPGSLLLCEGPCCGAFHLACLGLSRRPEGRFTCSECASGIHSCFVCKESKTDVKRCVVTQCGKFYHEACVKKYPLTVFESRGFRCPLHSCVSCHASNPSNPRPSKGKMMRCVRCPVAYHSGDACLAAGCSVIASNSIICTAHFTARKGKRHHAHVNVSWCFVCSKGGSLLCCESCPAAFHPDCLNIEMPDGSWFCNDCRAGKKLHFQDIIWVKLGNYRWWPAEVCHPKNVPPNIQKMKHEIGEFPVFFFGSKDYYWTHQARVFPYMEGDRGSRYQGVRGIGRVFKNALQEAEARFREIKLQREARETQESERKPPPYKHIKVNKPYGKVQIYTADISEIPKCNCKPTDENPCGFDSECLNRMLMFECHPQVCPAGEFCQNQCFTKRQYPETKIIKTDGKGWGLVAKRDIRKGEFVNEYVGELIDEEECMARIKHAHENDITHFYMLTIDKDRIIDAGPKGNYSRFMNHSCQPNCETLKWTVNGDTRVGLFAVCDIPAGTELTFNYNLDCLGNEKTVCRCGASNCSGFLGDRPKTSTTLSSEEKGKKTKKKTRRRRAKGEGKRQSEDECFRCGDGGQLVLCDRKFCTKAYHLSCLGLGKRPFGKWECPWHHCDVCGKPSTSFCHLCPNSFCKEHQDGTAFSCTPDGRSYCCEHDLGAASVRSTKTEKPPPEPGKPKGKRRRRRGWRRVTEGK
SR-BI HDL uptake – blocks mouse SR-BI lipid uptake from DiI-HDL | ldlA[mSR-BI] CHO cells, DiI-HDL uptake fluorescence, 3 h | inhibition, % at 12.5 µM | Q61009 | hit rate 0.96% among 320,000;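 active = mean replicate inhibition of at least 70% and a set share of replicates each scoring 70 or more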;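 also: 0% = median of neutral control wells and 100% = median of positive control wells; values of inactives mirror those of a sister screen read the other way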
Pemphigus Ab inh – human desmoglein-3 autoantibody binding inhibition; AID 588358; P32926; hit rate 0.48% among 310,000; binding (percent of control), % at 10 µM; DSG3-coupled beads, scFv-anti-DSG3-GFP binding, flow cytometry; active compounds read low;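 active = binding more than 3 SD below its plate's average and above zero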;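 also: hits lower antibody fragment binding to DSG3; some compounds called inactive have numbers as strong as hits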
dFosB activator – enhances mouse delta FosB homodimer DNA binding | purified delta FosB, TAMRA-CDK5 oligo fluorescence polarization; percent of positive-control signal above neutral wells | activation, % at 25 µM | hit rate 0.99% among 340,000;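 active = mean activation above about 17%, with every replicate also reaching it, limit read from the data, passing the limit was not always enough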;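 also: fluorescence polarization rise as delta FosB binds a TAMRA Cdk5 AP-1 oligo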
CDK5 inh – inhibitors of human CDK5/p35 kinase | AID 488839 | inhibition, % at 10 µM | Q00535+Q15078 | hit rate 0.01% among 330,000 | Recombinant CDK5/p35, ADP-Glo luminescence, 60 min;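 active = highest replicate inhibition of at least 50% and at least 75% of replicates reaching 50%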;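 also: plate controls were DMSO neutral control for no effect and GW8510 at 10 µM for full effect; many of its hits are not listed in these tables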
Arrestin-AP2 inh – human beta-arrestin and AP2 interaction inhibition; FITC-arrestin peptide / GST-AP2 beads, flow cytometry; AP2 beta2 appendage carries R879A mutation; inhibition, % at 10 µM; hit rate 0.31% among 340,000; AID 504490;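 active = inhibition above a set limit, near 3 SD of compounds lacking own fluorescence, cut at about 54% in these data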;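 also: plate controls were DMSO wells for no effect and 5 µM unlabelled arrestin peptide for full effect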
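Material – GST-tagged AP2 beta2-adaptin appendage (R879A) on 4 µm glutathione beads · Probe or stimulus – fluorescein-tagged arrestin peptide at 50 nM final · Timing – 12 min plus 1 h, RT · Detection – bead flow cytometry, FITC channel · Read-out basis – inhibition as reduced fluorescein signal on beads, percent · Medium – PBS plus Tween 20 (0.05%) and BSA (0.1%)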
SR-BI uptake up – enhances SR-BI lipid uptake from DiI-HDL | CHO ldlA[mSR-BI] cells, DiI-HDL uptake fluorescence, 3 h; 100 = double the neutral-control signal | hit rate 0.096% among 320,000 | activation, % at 12.5 µM;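 active = mean replicate activation of at least 60% and every replicate at or above 60%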;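 also: 0% = median plate neutral-control signal and 100% = twice that signal; values of inactives mirror those of a sister screen read the other way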
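material = CHO ldlA[mSR-BI] cells | medium = Ham's F12 with 0.5% BSA, HEPES 25 mM, pH 7.4 | reagent = fluorescent DiI-HDL, 10 µg/mL final | compound dosing = single-point compound dose | incubation = 3 h, 37 °C | measured by = bottom-read fluorescence, 550/595 nm | measure = HDL uptake via cellular fluorescence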
MITF TRPM1 HTS – MITF TRPM1 promoter activation in melanoma cells; SK-MEL-5 TRPM1-promoter luciferase, 24 h; % of positive control, neutral wells = 0; activation, % at 12.5 µM; hit rate 0.75% among 300,000;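 active = mean activation of at least 80% with every replicate also reaching 80%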;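 also: 0% = neutral control wells and 100% = parthenolide positive control wells; values of inactives mirror those of a sister screen read the other way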
Active calls of the source: *; . = not tested or not shown.

PKA-R1A act	PKA-R2B activ	SUMO Mot1 rescue	NSD2 inh	SR-BI HDL uptake	Pemphigus Ab inh	dFosB activator	CDK5 inh	Arrestin-AP2 inh	SR-BI uptake up	MITF TRPM1 HTS	Molecule
-6	-5	68	-2	95*	106	4	-0.8	-13	-95	10	COc1ccc(/C=N/Nc2ccc([N+](=O)[O-])cc2)cc1Cn1cc([N+](=O)[O-])cn1
5	-2	-7	3	-27	109	-6	0.5	0	27	3	Clc1ccccc1-c1nc(-c2cccnc2)no1
6	-7	-5	-1	-6	99	-9	0.7	-8	6	0	N#Cc1ccccc1COC(=O)CCN=C1NS(=O)(=O)c2ccccc21
5	-8	165	-2	2	98	-5	1.4	-3	-2	10	O=C(NC1CCCC1)C(c1ccc(F)cc1)N(C(=O)c1csnn1)C1CCCC1 (stereo not drawn)
-1	-6	61	.	51	99	-5	0.0	11	-51	-3	CCn1c(SCC(=O)Nc2cc(C)c(Cl)cc2OC)nnc1-c1ccco1
-2	-10	18	-2	-14	.	-2	1.8	39	14	5	N#CCSc1ccccc1NC(=O)CN1C(=O)C(=O)N(Cc2ccccc2)C1=O
6	-10	6	.	-23	98	-1	1.5	2	23	37	O=c1c2ccccc2nc2sc(Nc3cccc(Cl)c3)nn12
-6	-5	-20	-1	-14	99	4	-6.1	0	14	-2	COc1ccc(NC(=O)CSc2nc3ccncc3[nH]2)c(OC)c1
10	2	14	-2	-6	106	2	0.8	-7	6	-8	CCn1cc(C(=O)N(C)Cc2ccc(OC(F)F)cc2)c(=O)c2ccc(C)nc21
-11	1	-5	1	-2	102	-1	-1.2	0	2	2	Cc1cc(C(=O)Cn2nnc(-c3ccc(Cl)cc3)n2)c(C)n1CC1CCCO1 (stereo not drawn)
0	-6	-4	-2	-8	100	2	-1.6	1	8	62	O=C(Nc1nc2ccccc2[nH]1)C1CCCO1 (stereo not drawn)
-1	-13	-23	3	18	99	-5	2.7	-5	-18	1	C=C(C)COc1ccc(-c2[nH]ncc2-c2ccc(OC)cc2)c(O)c1
-3	0	3	-4	-16	116	-3	1.5	-5	16	29	O=C1c2ccccc2C(=O)N1CCCOc1ccccc1
-9	1	29	-1	14	119	-4	-0.3	4	-14	1	Cc1ccc(-n2ncc3c2CCCC3NC(=O)CCc2cnccn2)cc1C (stereo not drawn)
-8	-2	-5	1	1	99	4	6.8	6	-1	-7	COc1ccc(C2CC(C(F)(F)F)n3nc(C(=O)O)cc3N2)cc1OC (stereo not drawn)
0	-14	-3	33	22	115	-12	-1.6	18	-22	-5	COc1ccc(OC)c2c(C)cc(N3CCN(C(=O)c4ccc(F)cc4)CC3)nc12
-6	6	86	-3	-5	.	2	-5.1	-4	5	-3	O=S(=O)(c1ccc2c(c1)OCCO2)N1CCC(n2nnc3cc(C(F)(F)F)ccc32)CC1
-6	0	-11	-1	-2	95	-6	-0.3	18	2	7	Cc1nc(N2CCN(C(=O)c3cnccn3)CC2)c2c3c(sc2n1)CC(C(C)(C)C)CC3 (stereo not drawn)
4	-12	70	2	12	116	-3	-0.4	8	-12	.	Cn1c(=O)n(C)c2cc(NC(=O)COc3ccc(F)cc3)ccc21
-13	-8	-5	-1	-3	93	20*	-0.4	-11	3	20	CN(C)S(=O)(=O)c1ccc2oc(SCC(=O)c3c(N)n(C4CC4)c(=O)[nH]c3=O)nc2c1

dFosB activator, hit marks shown above.
PKA-R1A act	PKA-R2B activ	SUMO Mot1 rescue	NSD2 inh	SR-BI HDL uptake	Pemphigus Ab inh	dFosB activator	CDK5 inh	Arrestin-AP2 inh	SR-BI uptake up	MITF TRPM1 HTS	Molecule
-13	-8	-5	-1	-3	93	20*	-0.4	-11	3	20	CN(C)S(=O)(=O)c1ccc2oc(SCC(=O)c3c(N)n(C4CC4)c(=O)[nH]c3=O)nc2c1

(continued)
PKA-R1A act	PKA-R2B activ	SUMO Mot1 rescue	NSD2 inh	SR-BI HDL uptake	Pemphigus Ab inh	dFosB activator	CDK5 inh	Arrestin-AP2 inh	SR-BI uptake up	MITF TRPM1 HTS	Molecule
1	-2	106	1	34	98	-30	-1.3	9	-34	.	CCc1nc2sc3ccccc3c(=O)c2c(=O)n1Cc1ccc(OC)cc1
0	-4	-11	-2	39	94	0	1.5	25	-39	-7	Cc1ccccc1OCc1occc1C(=O)Nc1cccc(-n2cnnn2)c1
-2	-5	.	.	21	99	-7	2.1	-1	-21	.	COC(=O)Cn1c(=O)c2c(nc3n2CC(C)CN3CCc2ccccc2)n(C)c1=O (stereo not drawn)
2	-8	-19	25	63	92	-5	0.2	28	-63	-12	COc1ccc(CNC(=O)CCc2nc(-c3ccccc3F)no2)c(OC)c1
11	-7	7	0	-15	109	0	-2.2	3	.	5	Cc1cccc(OCC(=O)NNC(=O)CCCCC(=O)NNC(=O)COc2cccc(C)c2)c1
-4	-10	15	0	114*	98	-2	-3.1	3	-114	-6	Cc1cc(N/N=C/c2ccc(O)cc2O)nc(-c2ccccc2O)n1
5	0	-2	1	25	95	-31	-0.1	8	-25	6	O=C(/C=C/c1ccco1)Nc1nc(-c2ccccn2)cs1
-2	14	0	1	17	.	-13	0.3	-4	-17	10	CCN(c1ccccc1C)S(=O)(=O)c1cc2c3c(c1)CCC(=O)N3CCC2
-9	-10	1	8	18	99	-7	-0.8	9	-18	-11	COc1ccccc1NC(=O)c1cc2c(CO)cnc(C)c2oc1=Nc1ccc(OC)c(OC)c1
-10	-2	1	-4	1	107	-8	2.2	0	-1	3	COCCNC(=S)N1CCN(C(c2ccccc2)c2ccccc2)CC1
-4	-14	9	-3	-30	109	-2	0.4	-3	30	0	COc1ccc(NC(=O)CCN2C(=O)c3ccc([N+](=O)[O-])cc3C2=O)c(OC)c1
-9	-1	1	0	-9	102	-3	1.3	35	9	4	Cn1c(SCC(=O)Nc2cccc(S(=O)(=O)NC3=NCCCCC3)c2)nnc1-c1ccncc1
-7	4	3	4	-6	.	3	-0.4	-5	6	10	CC(Sc1nc2ccccc2c(=O)n1CCc1ccc(S(N)(=O)=O)cc1)C(=O)NC(N)=O (stereo not drawn)
-10	0	-1	-2	12	.	-19	-0.9	-12	-12	-6	CCCc1c(C(=O)Nc2ccc(F)cc2C)cnn1-c1ccccc1
-6	1	37	0	16	102	-23	-4.8	11	-16	.	c1coc(-c2nnc3sc(-c4cccs4)nn23)c1
-8	7	-3	-1	-13	103	4	-1.3	-6	13	-1	Cc1cccc(-n2c(=O)[nH]c3c(C(N)=O)nc(CC(C)C)nc32)c1
-6	4	.	.	12	99	0	3.9	37	-12	10	COc1ccc(CN(CC(O)COCc2ccccc2)S(=O)(=O)c2ccccc2Br)cc1OC (stereo not drawn)
-6	-2	.	2	.	.	-4	-0.9	7	.	7	CCOCCCN(C(=O)c1ccco1)C(C(=O)NC1CCCC1)c1ccc(OC)cc1 (stereo not drawn)
3	-5	0	0	-3	104	-3	-0.8	3	3	-14	CN(c1ccccc1)S(=O)(=O)c1cccc(NC(=O)CSc2nnc(N)s2)c1
4	-2	-5	-1	-23	95	0	2.3	11	23	21	CCn1c(-c2csc(C(C)C)c2)n[nH]c1=S
3	1	5	-2	-36	104	-11	-1.2	9	36	-8	CN(C)c1nc(N)nc(CSc2nnnn2-c2ccccc2)n1
8	-7	20	-1	-2	.	-8	-0.1	-2	2	4	CCCCC(CC)CNC(=O)CCS(=O)(=O)c1cccc2nsnc12 (stereo not drawn)
5	-12	-9	.	-6	101	-8	0.1	-2	6	0	CC1CCN(Cc2ccc(NC(=O)CC3Oc4ccccc4NC3=O)cc2)CC1 (stereo not drawn)
-4	0	17	2	-18	99	-5	2.7	-7	18	-5	Cc1cc(C)n(-c2ccc3nncn3n2)n1
-3	-2	-13	-1	2	105	-2	-0.7	-12	-2	5	O=C(CNc1ccc(Cl)cc1)c1ccc(Br)cc1
-5	-9	.	1	15	103	0	1.2	10	-15	27	CN(C(=O)c1ccc(C#N)cc1)c1nnc(-c2ccccn2)s1
4	-3	-18	-4	-31	103	-7	0.4	3	31	-19	COc1ccc(C(=O)C2CCN(S(=O)(=O)c3ccc4c(c3)OCCO4)CC2)cc1
4	-14	11	0	-13	93	-18	1.4	33	13	-7	C=CCSc1nc2ccccc2n2cnnc12
-2	-12	.	-3	-10	102	7	-1.0	6	10	-2	Nc1ccn(-c2ccccc2)c(=O)c1
-5	-1	-2	-2	2	101	2	0.5	-6	-2	0	Fc1cnc(N2CCOCC2)nc1N1CCOCC1
-4	-14	8	0	-10	104	-1	-0.9	2	10	-6	CC(Oc1ccccc1)C(=O)OCC(=O)NC(=O)NCc1ccco1 (stereo not drawn)
3	-1	5	.	24	112	4	1.5	-2	-24	-89	Cc1csc(N2CCN(c3cc4c(cc3Cl)nc(-c3ccncc3)n4CCCN3CCCC3)CC2)n1
-1	4	2	-1	-20	.	-14	-0.1	4	20	15	O=C(CCS(=O)(=O)Cc1ccccc1)Nc1nnc(C(F)(F)F)s1
-2	-5	254	.	-2	112	6	-1.3	6	2	6	Cc1ccc(C(=O)N2CCNC(=O)C2CC(=O)Nc2ccc(F)cc2)cc1C (stereo not drawn)
-4	-1	-11	.	-14	96	1	1.8	12	14	27	Cc1cc(C)c2nc(N3CCCC(C(=O)N4CCC(C(N)=O)CC4)C3)sc2c1 (stereo not drawn)
9	7	15	-2	-21	98	-9	-0.9	3	21	-8	CCCCCC/C(=N/O)c1ccccn1
-1	0	2	-2	7	102	-5	1.0	-3	-7	-9	CCOC(=O)C1CCCN(C2CCN(Cc3nc(Cc4ccccc4)no3)CC2)C1 (stereo not drawn)
1	-11	-18	-1	4	99	-8	2.7	24	-4	2	Cc1ccc(C2CC2c2n[nH]c(=S)n2-c2cccc(C)c2)cc1 (stereo not drawn)
0	12	134	0	.	112	-6	-0.4	18	.	.	COCCCn1c(SCC(=O)NC2CCCCC2)nc2ccccc2c1=O
-11	-2	-12	1	-26	120	-4	-0.3	-10	26	-5	CC1=NNC(=O)c2ccccc2O1
